Compound activity: PubChem BioAssay, several laboratories
zVAD death inh: inhibitors of zVAD-triggered necroptosis, primary screen, L929 cells | L929 zVAD necroptosis rescue, ATP luminescence, 24 h; with zVAD 60 µM | viability rescue, % at 10 µM | 0.38% of 220,000 active | AID 1377, 2008;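 active = activation, scaled between plate controls, above about 75%, limit read from the data; inactive = activation under that limit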;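 also: 0% = zVAD with DMSO and 100% = DMSO alone without zVAD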
14-3-3 Bad PPI: inhibitors of 14-3-3 zeta/Bad binding, primary screen, biochemical, TR-FRET, bovine 14-3-3 zeta; 14-3-3 protein zeta/delta (Bos taurus), P63103; TR-FRET 14-3-3zeta/Dy647-pBad peptide displacement, 1 h; inhibition, % at 21.7 µM; 0.71% of 220,000 active; AID 781, 2007;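 active = inhibition above about 70%, limit read from the data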;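 also: 0% = full 14-3-3 plus peptide FRET controls and 100% = background without 14-3-3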
Target sequence (P63103 whole entry, looked up): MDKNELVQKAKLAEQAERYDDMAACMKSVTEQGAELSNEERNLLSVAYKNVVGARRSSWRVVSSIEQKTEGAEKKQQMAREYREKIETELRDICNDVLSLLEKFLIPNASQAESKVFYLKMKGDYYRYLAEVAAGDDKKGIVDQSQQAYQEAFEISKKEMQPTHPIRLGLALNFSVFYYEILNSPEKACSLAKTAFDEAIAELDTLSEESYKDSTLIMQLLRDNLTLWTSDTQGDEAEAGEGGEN
EBV gp42 inh: Epstein-Barr virus gp42 inhibitors, primary screen, biochemical, uHTS, fluorescence polarization; Glycoprotein 42 (Epstein-Barr virus (strain AG876)), Q1HVG2; Fluorescence polarization binding assay, mP read-out; inhibition, % (tested at 21.74 µM); 0.42% of 220,000 active; AID 1085, 2008; in the data active = inhibition above about 50%
Hck Nef HTS: inhibitors of Nef-activated human Hck kinase, primary screen, biochemical, Z-Lyte FRET, 384-well, Hck-YEEI; Tyrosine-protein kinase HCK (Homo sapiens), P08631; Recombinant Hck-YEEI plus Nef, Z-Lyte FRET kinase assay; inhibition, % at 20 µM; 0.68% of 220,000 active;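 active = Hck-Nef kinase inhibition above about 50%, limit read from the data; inactive = inhibition below that limit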;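 also: 0% = DMSO with Hck plus Nef and 100% = Hck alone without Nef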
Runt-CBFb FRET: inhibitors of RUNX1 Runt–CBFb binding, primary screen, biochemical, FRET, Cerulean-Runt, Venus-CBFb, uHTS. Runt-related transcription factor 1 (Homo sapiens) + Core-binding factor subunit beta …. Cerulean-Runt/Venus-CBFb FRET ratio 530/480, 1 h. inhibition, % at 20 µM. 0.46% of 220,000 active. AID 1496, 2009;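 active = inhibition over about 50% at 20 µM in the single-dose screen, limit read from the data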;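 also: 0% = DMSO wells and 100% = excess unlabeled CBFb competitor control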
Target sequence (Q01196 whole entry, looked up): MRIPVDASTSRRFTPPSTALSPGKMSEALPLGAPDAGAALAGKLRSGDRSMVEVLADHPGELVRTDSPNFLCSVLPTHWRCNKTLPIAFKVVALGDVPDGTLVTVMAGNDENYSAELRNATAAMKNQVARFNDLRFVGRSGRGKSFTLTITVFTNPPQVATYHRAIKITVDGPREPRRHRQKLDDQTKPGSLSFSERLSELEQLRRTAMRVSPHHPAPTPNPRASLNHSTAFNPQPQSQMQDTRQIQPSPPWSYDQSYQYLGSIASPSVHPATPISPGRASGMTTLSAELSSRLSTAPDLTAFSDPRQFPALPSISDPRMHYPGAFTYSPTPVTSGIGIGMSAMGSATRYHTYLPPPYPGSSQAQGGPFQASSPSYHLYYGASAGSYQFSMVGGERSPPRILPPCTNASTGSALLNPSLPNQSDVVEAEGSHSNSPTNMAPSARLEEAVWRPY
Target sequence (Q13951 whole entry, looked up): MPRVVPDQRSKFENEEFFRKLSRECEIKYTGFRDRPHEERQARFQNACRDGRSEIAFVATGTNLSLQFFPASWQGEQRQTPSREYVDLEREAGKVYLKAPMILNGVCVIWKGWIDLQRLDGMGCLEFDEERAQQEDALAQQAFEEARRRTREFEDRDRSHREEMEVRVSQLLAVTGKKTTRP
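Buffer or medium: Tris pH 7.5 buffer with BSA. Assay system: Cerulean-labeled Runt domain protein. Amount: each fluorescent fusion protein 100 nM. Read-out basis: loss of energy transfer signal. Incubation: 1 h compound exposure, room temperature. Probe or stimulus: Venus-CBFb binding partner, 100 nM. Detection: FRET, excitation 422 nm, emission at 530 and 480 nm.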
TbHK1 inh: Trypanosoma brucei hexokinase 1 inhibitors, primary screen, biochemical, G6PDH-coupled NADH absorbance, MLSCN library; AID 1430, 2008; inhibition, % at 10 µM; 0.11% of 220,000 active; hexokinase 1 [Trypanosoma brucei]; recombinant TbHK1, G6PDH-coupled NADH A340;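 active = inhibition of 50% or more in the single-dose primary screen; inactive = inhibition below 50%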
Runt-SMMHC FRET: inhibitors of RUNX1 Runt–CBFb-SMMHC binding, primary screen, biochemical, FRET, Cerulean-Runt, Venus-CBFb-SMMHC, uHTS. Cerulean-Runt/Venus-CBFb-SMMHC FRET ratio 530/480, 1 h. inhibition, % at 20 µM. 0.74% of 220,000 active;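 active = mean inhibition across duplicate retests at 20 µM reaching about 50%, limit read from the data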;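 also: 0% = DMSO wells and 100% = wells with excess untagged CBFb-SMMHC; inhibitors lower the FRET ratio by blocking Runt binding to CBFb-SMMHC; some results filed as inactive read as strong as hits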
MDM2 E3 inh: MDM2-luciferase reporter signal enhancers, primary screen, MDM2 E3 ligase inhibitor project, cell-based, luminescence, 1536-well; E3 ubiquitin-protein ligase Mdm2 (Homo sapiens), Q00987; cell-based MDM2 ubiquitination luciferase reporter, 2 h; 0 = plate control, 100 = twice control, blank-subtracted; signal enhancement, % at 5 µM; 0.11% of 210,000 active; AID 1230, 2008;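 active = signal enhancement of 30% or more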;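 also: luminescence tracks abundance of the self-degrading MDM2-luciferase fusion protein; higher signal means inhibition of MDM2 E3 ligase activity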
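system = mammalian cells stably expressing self-ubiquitinating, self-degrading MDM2 E3–luciferase fusion | quantity = 2000 cells per well seeded | incubation = 4 h cell settling then 2 h compound exposure, 37 °C | signal = SteadyLite luminescence, 15 min reagent step | benchmarks = plate control and blank wells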
NCF1 inh: p47phox/p22phox peptide binding inhibitors, primary screen, biochemical, uHTS, NADPH oxidase regulatory subunit; Neutrophil cytosol factor 1 (Homo sapiens), P14598; fluorescence polarization, 2 h; inhibition, % at 24.7 µM; 0.53% of 220,000 active;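 active = inhibition above about 30%, limit read from the data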;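 also: 0% = p47phox with labelled peptide and 100% = labelled peptide alone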
* hit, by the source's call; . = not tested or not shown; [ ] = remark or other dose. Compounds were not picked by outcome; about 3.2% have a hit in one of these screens.

SMILES	zVAD death inh	14-3-3 Bad PPI	EBV gp42 inh	Hck Nef HTS	Runt-CBFb FRET	TbHK1 inh	Runt-SMMHC FRET	MDM2 E3 inh	NCF1 inh
Cc1ccc(C)c2[nH]c(=O)c(C(c3nnnn3C3CCCC3)N3CCOCC3)cc12 (configuration not stated)	-0.4	2	-4	2	-4	-6	1	-18	7
COc1ccc(CNc2ncccn2)cc1OC	1.4	-11	-14	-4	-2	3	-1	-11	-12
CCCCCC(=O)NC(=S)Nc1ccc2oc(=O)ccc2c1	1.7	-2	-1	-5	2	1	0	-5	-2
CCn1c(SCC(=O)Nc2nc(C)c(C)s2)nnc1-c1cccnc1	-1.3	-5	-3	-23	2	4	-3	.	-8
CN1CCN(CCCNC(=O)c2cc3c(=O)n(C)c4ccccc4c3s2)CC1	77*	5	-6	3	1	-23	4	-14	11
CC1CCCCC1NS(=O)(=O)c1ccc(-n2cnnn2)cc1 (configuration not stated)	-0.2	-13[fluorescence artefact?]	-5	1	-1	13	0	-5	-12
Cn1c(Cc2ccccc2)nnc1SCC(=O)N1CCN(c2ccccc2)CC1	0.0	3[fluorescence artefact?]	-8	1	2	-4	-4	-6	-16
O=Nc1c(O)n(Cc2c(Cl)cccc2Cl)c2ccccc12	0.7	-4[fluorescence artefact?]	-13	5	0	-2	-2	-1	-8
COc1ccc(C(CNC(=O)COc2ccccc2C#N)N2CCOCC2)cc1 (configuration not stated)	0.2	-9	-29	2	0	-10	2	-7	-12
COc1cc2[nH]c3c(=O)n4c(nc3c2cc1OC)SCCC4	67	-2	-3	34	-2	-27	-4	-28	-11
C=CCN(c1ccccc1)S(=O)(=O)c1cccc2cccnc12	0.3	1	-17	5	0	-1	-1	-4	-12
CC(C)c1cc(N2CCC(=O)NC2=O)cc(C(=O)O)c1O	0.8	7	1	1	-2	-14	1	17	-1
Cc1noc(C)c1C(=O)OCC(=O)N1CCN(S(=O)(=O)c2ccc3ccccc3c2)CC1	0.8	8	-6	22	-1	-4	-4	.	-3
Cc1ccc2cccc(S(=O)(=O)N3CCCc4ccccc43)c2n1	-0.6	-4	-3	3	2	-1	4	-10	-7
C=C(C)/C=N/NC(=S)Nc1ccc(S(=O)(=O)N2CCOCC2)cc1	0.1	-24	-7	4	4	-20	-3	-10	3
CC(C)CCNC(=O)C(c1ccc(O)cc1)N(C(=O)C1COc2ccccc2O1)c1cccc(O)c1 (configuration not stated)	-1.6	-9	9	23	0	7	-2	-9	-4
CCCNC(=O)Cn1cccc1C(=O)c1ccccc1	1.8	5	-5	0	1	-7	1	-17	-2
O=C(Oc1ccc2c(c1)OCC2=O)c1ccc(Cl)cc1	0.6	1	-12	-140	-1	-22	-2	-5	-16
O=C(CN1CCCC1)Nc1c2c(cc3c1CCC3)CCC2	0.1	1	0	2	0	4	2	5	-5
Clc1ccc2nc(CN3CCCc4ccccc43)cn2c1	1.1	6	4	2	-1	0	0	-9	-19

Sorted by molar mass (high to low): 4 of the compounds above.
SMILES	zVAD death inh	14-3-3 Bad PPI	EBV gp42 inh	Hck Nef HTS	Runt-CBFb FRET	TbHK1 inh	Runt-SMMHC FRET	MDM2 E3 inh	NCF1 inh
Cc1noc(C)c1C(=O)OCC(=O)N1CCN(S(=O)(=O)c2ccc3ccccc3c2)CC1	0.8	8	-6	22	-1	-4	-4	.	-3
COc1cc2[nH]c3c(=O)n4c(nc3c2cc1OC)SCCC4	67	-2	-3	34	-2	-27	-4	-28	-11
O=C(Oc1ccc2c(c1)OCC2=O)c1ccc(Cl)cc1	0.6	1	-12	-140	-1	-22	-2	-5	-16
CCCNC(=O)Cn1cccc1C(=O)c1ccccc1	1.8	5	-5	0	1	-7	1	-17	-2

The results go on:
SMILES	zVAD death inh	14-3-3 Bad PPI	EBV gp42 inh	Hck Nef HTS	Runt-CBFb FRET	TbHK1 inh	Runt-SMMHC FRET	MDM2 E3 inh	NCF1 inh
O=C(c1ccc(Cl)c(Cl)c1)N1CCC(=O)N(C(COCc2cccc(Cl)c2)Cc2ccccc2)CC1 (configuration not stated)	0.4	10	-4	-2	-1	1	-3	.	-11
CCc1nc2c(c(=O)c3ccccc3n2C)c(=O)n1CCc1ccc(OC)cc1	7.9	88*	-20	0	-5	-3	0	-10	5
COc1ccc(C(=O)/C=C/c2ccc(O)cc2)cc1	-0.7	1	-20	-39	-29	-44	-82	15	-30
Cc1cc(OCc2nnc(SC(C)C(=O)O)n2Cc2ccccc2)ccc1Cl (configuration not stated)	13	-3	-6	25	-3	5	-1	-1	2
O=C(O)Cc1sc(-c2ccccc2)nc1-c1cccs1	3.6	-9	4	-10	0	-10	-4	-1	-11
Cc1ccc(-n2c(SCC(=O)NCc3ccco3)nnc2-c2cccnc2)cc1	-1.5	2	-7	15	1	4	-7	.	-5
CCOC(=O)c1cn(CC)c2cc(Cl)c([N+](=O)[O-])cc2c1=O	-0.6	0	4	-1	0	-12	3	-18	8
COc1cc(OC)c(C2N(C)c3ccccc3N2C)cc1OC	-0.1	5	-16	1	2	-8	-4	-12	-3
Cc1sc2nc(SCC(=O)NCCOCCO)nc(N)c2c1C	2.6	-4	-14	24	4	-3	0	1	-12
N#CCCN(C(=O)CSc1ccc2c(c1)OCCO2)c1ccc(F)cc1	0.1	-5	-11	-16	6	-2	4	15	-15
Cc1c(C(c2cc3c(cc2Br)OCO3)c2c(C)n(C)n(-c3ccccc3)c2=O)c(=O)n(-c2ccccc2)n1C	-0.5	-3	-15	0	0	3	2	0	-6
Cc1ccc(Cl)cc1N1CCN(C(=O)C2CCC(=O)N2C(C)C)CC1 (configuration not stated)	.	-9	-13	-3	2	0	-5	.	3
CS(=O)(=O)N(CC(=O)Nc1ccccc1)c1cccc(Cl)c1Cl	-0.3	-3	-18	18	.	-5	.	-15	-12
O=C(NC1CC1)c1cc(F)c(F)cc1Cl	0.1	0[fluorescence artefact?]	-17	-1	2	-1	3	-2	-29
COc1ccc(C2(C(=O)NCCCN3CCOCC3)CCOCC2)cc1	1.5	-4[fluorescence artefact?]	-11	0	1	3	-3	-23	4
CC1CSc2nnc(CCc3ccccc3)n21 (configuration not stated)	2.6	2	-11	2	1	-1	-1	-14	3
O=C(CCCOc1ccc(Cl)cc1Cl)N/N=C/c1ccccc1O	1.6	20	-2	3	0	4	-9	2	3
[O-]/[N+](=C/c1cccnc1)c1ccc(Br)cc1	-0.3	3	-2	0	8	16	4	-10	-7
COc1cccc(NC(=O)Cn2cnc3sc(C)c(S(=O)(=O)N4CCN(C)CC4)c3c2=O)c1	0.1	9	-15	0	-2	-2	-2	-14	-10
CCOc1ccc2c(c1)/C(=C(\C(Cl)=C(Cl)Cl)[N+](=O)[O-])N2	1.1	-6	-3	21	-6	-9	-21	-52	-14
COc1cc(NC(=O)c2ccco2)c(OC)cc1NC(=O)Nc1cccc(Cl)c1	5.7	-9	9	2	-2	-4	1	-7	-16
CCN(CC)CC(=O)Nc1sc(C)c(C)c1C(=O)c1ccc(C)cc1	0.8	-11	-4	21	-2	-7	2	-6	-3
O=C(C[n+]1cccc(O)c1)Nc1ccc(Br)cc1	1.8	-4	-14	-11	0	-8	-1	7	2
Cn1c(C(=O)NCC2CCCO2)cc2c(=O)[nH]c3ccccc3c21 (configuration not stated)	-0.1	6	-18	1	1	1	-4	-10	2
CCOc1ccc2nc(NC(=O)C3CCCN(S(=O)(=O)c4cccs4)C3)sc2c1 (configuration not stated)	88*	-5	-2	2	-1	-2	1	-8	-10
COc1ccccc1N1CCN(C(=O)CSc2nc3ccccc3c(=O)n2CC2CCCO2)CC1 (configuration not stated)	-0.3	2	1	0	-7	2	1	8	-9
CCn1c(SC/C=C/c2ccccc2)nnc1-c1cccs1	-0.1	-6	6	2	-1	5	0	-3	2
Cn1c(COc2ccccc2)nnc1SCc1cc(=O)[nH]c2ccccc12	1.0	22	-16	3	2	-20	2	3	-8
CSc1nnc(-c2ccccc2N=Cc2c(C)[nH]n(-c3ccc4ccccc4c3)c2=O)c(=O)[nH]1	0.1	6[fluorescence artefact?]	-6	0	-4	-26	-7	-15	-30
O=C(CS(=O)CC(=O)N(c1ccccc1)C(C(=O)NC1CCCC1)c1cccs1)Nc1ccc(F)cc1 (configuration not stated)	0.1	3	-13	1	2	1	2	-14	-3
CC(=O)Nc1ccccc1C(=O)N1CCc2ccccc21	0.9	11	-17	0	-3	5	2	-10	-6
NNC(=O)c1csc(-c2ncc(C(F)(F)F)cc2Cl)n1	0.0	0	-2	-1	-4	-5	-3	-15	-3
O=C(NCc1ccccn1)c1nn(-c2ccccc2)c(=O)c2ccccc12	1.0	-2	-23	-33	0	-1	-1	-5	-9
CCOC(=O)c1sc(N(C)C(C)=O)nc1C	0.1	-1	-5	1	2	2	-3	-36	-7
CC(=O)c1sc(-c2ccccc2Cl)nc1C	0.9	-13	-13	20	-1	-1	-1	1	-5
Cc1ccc(O)c(-c2cc(C(=O)NCc3ccccc3)[nH]n2)c1	.	5	-19	-7	-1	2	0	3	-8
CCCSC1=N/C(=C\c2ccsc2)C(=O)S1	-0.1	-3	-20	3	-3	21	2	-8	-15
CCN(CC)C(=O)C(=O)c1cccn1-c1c(Cl)cccc1C#N	0.5	-1	3	24	-2	2	-1	-5	0
COC(=O)COc1ccc(S(=O)(=O)NCC2CCCO2)cc1Cl (configuration not stated)	-0.2	2	-11	-4	0	0	-8	11	-3
O=C1NC2(CCCCC2)N(C(=O)c2ccccc2)C2=C1CCCC2	1.0	-17	3	0	-1	-10	0	-3	-8
COc1cc([N+](=O)[O-])ccc1N1C(=O)C2C3C=CC(C4CC34)C2C1=O (configuration not stated)	2.0	4	4	-2	-2	-4	-1	-12	13
COc1cc(C2C3C(=O)N(c4ccc(F)cc4)C(=O)C3ON2c2ccccc2)ccc1O (configuration not stated)	1.8	3	3	-1	0	-4	-4	-2	-6
Cc1cccc(NC(=O)c2cnc3n(c2=O)CCS3)c1	-0.3	0	-7	-8	-1	-23	0	4	-13
COc1cccc(NC(=O)CCC(=O)Nc2cccc(OC)c2)c1	0.3	-12	-6	1	-3	-7	-6	0	-10
